Caspase-1 inhib = caspase-1 (human) inhibition, allosteric or competitive | actives 0.03% (n = 75,000) | Caspase-1 enzyme, Ac-WEHD-AFC fluorogenic rate | Potency, µM (top dose mostly 57.5 µM), for inactives: top-dose activity change, negative = inhibition, actives largely listed as inhibitors;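 note: potency is the fitted concentration of half-maximal effect; plate controls were vehicle for no effect and no substrate for full effect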
HEK293 cAMP cs = counter-screen for TSHR agonists: cAMP increase in parental HEK293; parental HEK293 CNG cAMP sensor, membrane potential fluorescence; Potency, µM (top dose mostly 57.1 µM), without a hit: at the top dose activation, most hits filed as activators; actives 2.5% (n = 73,000); AID 938; note: potency is the fitted concentration of half-maximal effect; % of control where 0% means no effect; nearly all actives have a fitted effect of over 55% in size
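Parental HEK 293 cells stably expressing a cAMP-gated CNG channel were loaded with membrane potential dye containing 100 uM RO 20-1724 for 60 min. Compound added for 30 min; depolarization read as fluorescence intensity at 590 nm.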
Fluorescein fluor = compound autofluorescence in fluorescein spectral region | Compound autofluorescence, 480/540 nm, fluorescein-equivalent; stronger effect = higher value | max fluorescein-equivalent concentration, M | actives 0.91% (n = 59,000); in the data active = max fluorescein-equivalent concentration above about 10 nM; inconclusive = between about 1.1 nM and that limit
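Fluorescein stocks ranging 3 mM down to 300 nM, plus DMSO blanks, were pinned alongside compounds to build a per-plate standard curve. Buffer: 100 mM Tris, pH 8.0. Incubation 15 min, room temperature; filters 480/540 nm.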
Casp7 inh = caspase-7 (human) inhibition, allosteric or competitive | recombinant caspase-7, Ac-DEVD-AFC fluorescence rate | AID 889 | Potency, µM (highest dose often 57.5 µM), for the others: at the highest dose activity change, negative = inhibition, usual class: inhibitors | actives 0.02% (n = 75,000); active = well fitted inhibition curve with a large enough effect in the main read-out, with a control signal flat, not every such curve was filed as active; inconclusive = small, poorly fitted or top-dose-only effect, or a change in a side signal; note: potency is the fitted concentration of half-maximal effect; % of control where 0% means no effect
Target sequence (P55210 24-198 limits assumed): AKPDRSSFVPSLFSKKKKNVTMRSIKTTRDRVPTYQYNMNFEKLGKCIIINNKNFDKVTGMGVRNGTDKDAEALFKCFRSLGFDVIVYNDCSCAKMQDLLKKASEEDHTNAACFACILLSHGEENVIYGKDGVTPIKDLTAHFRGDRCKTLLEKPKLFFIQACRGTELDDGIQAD
Target sequence (P55210 207-303 limits assumed): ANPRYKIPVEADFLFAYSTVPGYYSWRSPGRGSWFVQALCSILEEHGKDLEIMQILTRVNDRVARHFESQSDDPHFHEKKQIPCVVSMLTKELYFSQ
ERK AVP inh = blocks ERK signaling stimulated by vasopressin. HEK293-V1b, vasopressin-stimulated pERK AlphaScreen. Potency, µM (top dose mostly 57.5 µM), for inactives: at the highest dose activity, negative = inhibition, hits mostly inhibitors. actives 0.99% (n = 72,000). AID 995; note: potency is the fitted concentration of half-maximal effect; % is set by controls: 0 for no effect and ±100 for the full control effect; nearly all actives have a fitted effect of over 55% in size
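HEK293 cells stably expressing V1b receptor, seeded overnight in 1% FBS, were treated with compounds for 30 min at 37C, then stimulated 5 min with 25 nM vasopressin; phospho-ERK read by AlphaScreen SureFire after lysis.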
HADH2 inh = HADH2 (human) dehydrogenase inhibition. Q99714. recombinant HADH2, NADH fluorescence, beta-hydroxybutyryl-CoA. Potency, µM (doses to about 57.1 µM), inactives show at the highest dose activity change, negative = inhibition, usual class: inhibitors. actives 3.4% (n = 73,000); note: potency is the fitted concentration of half-maximal effect; % is set by controls: 0 for no effect and ±100 for the full control effect; nearly all actives have a fitted effect of over 60% in size; many of its hits are not listed in these tables
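E. coli-expressed His-tagged HADH2 tested at 20 nM in alkaline Tris buffer (pH 9.0); oxidation of 90 uM beta-hydroxybutyryl-CoA with 1 mM NAD+ tracked fluorimetrically for 4 min.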
TexasRed autofl = Texas Red region autofluorescence | Compound fluorescence, Texas Red channel, 547/618 nm; stronger effect = higher value | max dye-equivalent concentration, M | actives 0.06% (n = 59,000) | AID 587; in the data active = max dye-equivalent concentration above about 10 nM; inconclusive = between about 1.1 nM and that limit
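Compound fluorescence was read after 15 min at room temperature in 100 mM Tris, pH 8.0, using 547 nm excitation and 618 nm emission across a concentration series. It was expressed as Texas Red dye-equivalent concentration from an on-plate standard curve.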
Tau filament bind = binds recombinant human tau filaments; recombinant tau filaments, thioflavin S fluorescence, 15 h; filaments grown with octadecylsulfate alongside compound; Potency, µM (doses to about 57.1 µM), for the others: top-dose activity change, negative = inhibition; actives 2% (n = 71,000); AID 596;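 note: potency is the fitted concentration of half-maximal effect; % is set by controls: 0 for no effect and ±100 for the full control effect; actives lower thioflavin S fluorescence by blocking filaments or displacing dye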
Target sequence (P10636 whole entry, looked up): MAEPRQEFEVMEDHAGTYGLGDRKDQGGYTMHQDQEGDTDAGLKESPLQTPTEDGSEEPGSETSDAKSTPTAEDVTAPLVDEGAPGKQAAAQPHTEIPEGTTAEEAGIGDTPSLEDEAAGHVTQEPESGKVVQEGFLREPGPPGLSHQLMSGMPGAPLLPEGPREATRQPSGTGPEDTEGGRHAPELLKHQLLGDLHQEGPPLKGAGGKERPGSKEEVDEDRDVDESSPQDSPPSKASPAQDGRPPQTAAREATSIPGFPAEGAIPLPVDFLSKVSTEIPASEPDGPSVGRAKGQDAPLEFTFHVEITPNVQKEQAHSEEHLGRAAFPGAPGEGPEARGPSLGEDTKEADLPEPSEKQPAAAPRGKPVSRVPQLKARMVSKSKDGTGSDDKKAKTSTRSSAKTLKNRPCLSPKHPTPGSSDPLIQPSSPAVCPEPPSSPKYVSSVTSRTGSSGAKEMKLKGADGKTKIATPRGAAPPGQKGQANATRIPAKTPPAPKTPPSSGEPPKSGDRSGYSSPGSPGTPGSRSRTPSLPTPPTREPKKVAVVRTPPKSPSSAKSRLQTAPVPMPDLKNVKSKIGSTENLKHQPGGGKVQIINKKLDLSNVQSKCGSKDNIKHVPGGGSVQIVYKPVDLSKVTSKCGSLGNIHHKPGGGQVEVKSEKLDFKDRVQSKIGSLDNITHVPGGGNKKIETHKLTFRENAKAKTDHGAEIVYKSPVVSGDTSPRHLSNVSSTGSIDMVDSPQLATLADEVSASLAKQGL
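ThS-based fibril read: tau 1 uM final, inducer ODS 30 uM final, 37 C for 15 h, ex 450/em 510 nm.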
Luciferase inh = firefly luciferase inhibition; actives 2.2% (n = 72,000); Potency, µM (top dose mostly 57.1 µM), without a hit: at the top dose activity change, negative = inhibition, hits mostly inhibitors; purified firefly luciferase, luminescence, 8 min; note: potency is the fitted concentration of half-maximal effect; % is set by controls: 0 for no effect and ±100 for the full control effect; nearly all actives have a fitted effect of over 40% in size
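Luminescence read-out after 8 min at room temperature; enzyme reaction used luciferin plus 10 uM ATP (linear range) in imidazole buffer pH 7.2 with KCl, MgCl2, Tween 20 and BSA. Each sample was run as a titration.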
Rhodamine fluor = compound fluoresces in the rhodamine spectral region | max dye-equivalent concentration, M | Rhodamine-region fluorescence, 547/598 nm, Tris buffer; stronger effect = higher value | actives 0.05% (n = 59,000); in the data active = max dye-equivalent concentration above about 11 nM; inconclusive = between about 1.1 nM and that limit
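qHTS spectral profiling of compounds without any target or enzyme present, in pH 8.0 Tris buffer; plates were read after a 15-minute room-temperature incubation using the rhodamine-region filter set.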
USP2a inh = USP2a (human) protease inhibition | O75604 | USP2a enzymatic assay, qHTS inhibition | Potency, µM (series often up to 38.3 µM), inactives show at the top dose activity change, negative = inhibition, hits mostly inhibitors | actives 0.1% (n = 60,000);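 note: potency is the fitted concentration of half-maximal effect; nearly all actives have a fitted effect of over 60% in size; plate controls were DMSO for no effect and NEM full inhibition control for full effect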
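USP2 core (20nM final) preincubated 30 min RT with compound, then Ub-PLA2 20nM and NBD C6-HPC 20uM final added; buffer 20mM Tris-HCl pH 8.0, 2mM CaCl2. Fluorescence Ex 460/Em 535 read at 0 and 2.5 h; normalized to NEM.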
* hit, by the source's call; i = inactive; ? = inconclusive; / = not tested or not shown; & = joins results of further samples; [ ] = another dose, or the depositor's remark. Unless noted, calls come from the whole dose curve; as a rule, active = well fitted curve in the direction sought with a large enough effect; inconclusive = small, poorly fitted or top-dose-only effect, or another doubt; inactive = no such curve, though single readings can be large; an effect the other way counts as inactive or inconclusive. Some of the compounds tested; rates above refer to the full screens.

Under each structure – Caspase-1 inhib	HEK293 cAMP cs	Fluorescein fluor	Casp7 inh	ERK AVP inh	HADH2 inh	TexasRed autofl	Tau filament bind	Luciferase inh	Rhodamine fluor	USP2a inh
- CC(=O)N1C2(C=CC1(C)C(=O)NCc1ccccn1)CCCCC2 (configuration not stated)
 : -5%	16%	/	-10%	-22%	4%	/	-12%	/	/	/
- Cc1c(C(=O)Nc2c(C)n(C)n(-c3ccccc3)c2=O)oc2ccccc12
 : 0%	22%	?	-1%	-4%	-6%	?	12%	-1%	i	-2%
- CCOC(=O)CNc1ccc2c(c1)OCO2
 : -4%	12%	?	-5%	?	?	i	55%	-3%	i	10%
- CCCN1C(=O)c2cc(C(=O)Nc3ccccc3CC)ccc2C1O (configuration not stated)
 : 3%	10%	/	-1%	-5%	0%	/	20%	-2%	/	/
- COC(=O)c1ccccc1NC(=O)Cn1cnc2c(cnn2-c2ccccc2)c1=O
 : -1%	16%	i	1%	5%	13%	i	7%	3%	i	8%
- Cc1ccc(-c2nc(C3CCN(S(=O)(=O)c4ccc(C(F)(F)F)cc4)CC3)no2)cc1
 : -1%	10%	i	0%	17%	15%	i	-3%	3%	i	10%
- Cc1ccccc1CNS(=O)(=O)c1ccc2c(c1)OCCO2
 : -2%	-5%	i	1%	2%	1%	i	-6%	5%	i	5%
- Cc1cc(NC(=O)CSc2nnc(-c3ccco3)n2CC2CCCO2)no1 (configuration not stated)
 : 1%	0%	i	3%	-9%	1%	?	-6%	1%	i	/
- Cn1c(N2CCOCC2)nc(-c2ccccc2)c1-c1ccccc1
 : -1%	7%	?	-3%	-26%	25µM*	i	-4%	-34%	i	4%
- O=C(Cn1nc(Cl)nc1Cl)c1ccc2c(c1)OCCO2
 : 1%	10%	i	0%	10%	-1%	i	4%	1%	i	?
- Cc1cc(OCC(O)CN2CCN(C)CC2)ccc1C(C)C (configuration not stated)
 : -1%	16%	i	0%	20%	-6%	i	9%	9%	i	4%
- O=C(NCc1nnc(SCC(=O)N2CCC(Cc3ccccc3)CC2)o1)c1ccccc1F
 : 1%	27%	/	-2%	-24%	7%	/	1%	-1%	/	/
- Cc1ccc(-c2nc(C#N)c(NCCc3ccccn3)o2)cc1
 : -3%	1%	?	0%	-3%	16%	?	2%	1%	i	1%
- Cn1c(SCC(=O)N2CCCc3ccccc32)nnc1-c1ccco1
 : 0%	6%	i	2%	-13%	-9%	i	-2%	5%	i	/
- CC(C)n1c(NCc2nc3ccccc3n2C)nc2ccccc21
 : -1%	10%	i	1%	-24%	9%	?	0%	-3%	i	9%
- NS(=O)(=O)c1ccc(CCNC(=O)CNC(=O)C2CCCCC2)cc1
 : 3%	7%	?	0%	16%	-3%	i	3%	0%	i	3%
- O=C(Nc1cccs1)NC1CCCC1
 : -8%	1%	?	-11%	-3%	-28%	i	-12%	-4%	i	12%
- Cc1ccccc1NC(=O)Cn1cnc2c(oc3ccccc32)c1=O
 : -2%	10%	i	0%	4%	0%	i	144%	5%	i	-2%
- COC(=O)c1ccccc1NC(=O)Cn1c(-c2nonc2N)nc2ccccc21
 : -1%	16µM*	?	0%	-18%	11%	?	258%	-1%	i	-5%
- C[C@@H]1CCN=C(N)S1
 : -4%&0%	5%&22%	?	-2%&1%	1%&4%	7%&-12%	i	?	-1%&1%	i	6%

Brought forward from above: 2 compounds, followed by the next part.
Under each structure – Caspase-1 inhib	HEK293 cAMP cs	Fluorescein fluor	Casp7 inh	ERK AVP inh	HADH2 inh	TexasRed autofl	Tau filament bind	Luciferase inh	Rhodamine fluor	USP2a inh
- COC(=O)c1ccccc1NC(=O)Cn1c(-c2nonc2N)nc2ccccc21
 : -1%	16µM*	?	0%	-18%	11%	?	258%	-1%	i	-5%
- C[C@@H]1CCN=C(N)S1
 : -4%&0%	5%&22%	?	-2%&1%	1%&4%	7%&-12%	i	?	-1%&1%	i	6%
- C=CCn1c(Cc2csc(N)n2)nnc1SCC(=O)OCC
 : 0%	4%	?	-1%	-8%	-1%	i	4%	0%	i	-2%
- COc1ccc(CCN(C)C(=O)CSc2nccn2C)cc1OC
 : 3%	12%	i	0%	13%	-8%	i	7%	0%	i	2%
- Cc1oc(-c2cccs2)nc1CS(=O)CC(=O)NCCc1ccccc1 (configuration not stated)
 : 2%	9%	/	-2%	-20%	-25%	/	-8%	0%	/	/
- Cc1nnc(SC(C)C(=O)Nc2ccc3c(c2)OCCO3)s1 (configuration not stated)
 : 1%	2%	?	-1%	17%	-9%	i	-4%	-4%	i	2%
- COc1cccc(-c2cc(C(=O)N3CCN(c4ncccn4)CC3)c3ccccc3n2)c1
 : -1%	25%	/	-2%	?	-13%	/	-3%	6.3µM*	/	46%[activator]
- CCCC(=O)Nc1ccc(Cl)c(NC(=O)c2ccc(Br)o2)c1
 : -1%	-2%	i	-2%	-14%	5%	i	20%	2%	i	8%
- COc1cccc(N2C(=O)CC(N3CCC(c4nc5ccccc5[nH]4)CC3)C2=O)c1 (configuration not stated)
 : 2%	4%	i	-1%	?	-12%	i	-5%	0%	i	10%
- O=C(NCC(=O)N(c1cccnc1)C(C(=O)NC1CCCCC1)c1cccnc1)c1ccco1 (configuration not stated)
 : -1%	-6%	?	7%	1%	-5%	?	-2%	-35%	i	-3%
- Cc1cc(NC(=O)CCC(=O)N(c2cccc(F)c2)C(C(=O)NC2CCCC2)c2ccncc2)no1 (configuration not stated)
 : -1%	-2%	i	1%	-11%	15%	?	-2%	-1%	i	/
- Cc1cccc(-c2nnc3sc(-c4ccccc4)nn23)c1
 : -1%	?	i	0%	-15%	8%	?	1%	-1%	i	26%
- N=c1ccn2c(n1)O[C@@H]1[C@@H](O)[C@H](CO)O[C@H]12
 : 1%	5%	i	2%	0%	3%	i	8%	0%	i	0%
- CN(C)c1ccc(-c2nnn(CC(=O)Nc3ccccc3N3CCOCC3)n2)cc1
 : -2%	-13%	i	-4%	-12%	-1%	i	-19%	-13%	i	23%
- Cn1c(SCC(=O)N2CCOCC2)nc2sc3c(c2c1=O)CCCC3
 : -1%	1%	i	1%	-12%	5%	i	9%	1%	i	-2%
- Cc1ccc(NS(=O)(=O)c2ccc(C)c(C(=O)N3CCN(C)CC3)c2)cc1
 : 2%	-2%	i	5%	11%	3%	?	8%	2%	i	-3%
- CC(=O)N1CCN(c2ccc(Oc3nc(-c4ccccc4)nc4ccccc34)cc2)CC1
 : 0%	-1%	i	1%	12%	5%	i	5%	2%	i	?
- CCOC(=O)CC(NS(=O)(=O)c1ccc(NC(C)=O)cc1)c1ccc(OCC)cc1 (configuration not stated)
 : 2%	1%	i	0%	-5%	-24%	i	11%	2%	i	9%
- O=C(O)c1ccc(Oc2nc3ccccc3s2)cc1
 : -3%[11.5 µM]	5%[11.4 µM]	i	2%[11.5 µM]	-16%[11.5 µM]	-9%[11.4 µM]	i	4%[11.4 µM]	-1%[11.4 µM]	i	/
- COc1ccccc1OCc1nc2c3c(-c4ccccc4)c(-c4ccccc4)oc3ncn2n1
 : -1%	13%	i	2%	-12%	1%	i	18%	5%	i	8%
- Cc1ccc(NC(=O)CCN2CCc3ccccc3C2)cc1
 : -2%	10%	i	0%	-1%	-9%	i	-10%	7%	i	38%[activator]
- CCCS(=O)(=O)N1CCN(C(=O)c2cccc(OC)c2)CC1
 : 0%	1%	/	0%	-8%	0%	/	-2%	-1%	/	0%
- CN1CCN(S(=O)(=O)c2cccc(C(=O)Nc3sc4c(c3C(N)=O)CCCC4)c2)CC1
 : 1%	2%	?	-2%	-20%	57%[activator]	i	2%	-1%	i	39%[activator]
- CCCn1nnc(NC(=O)COc2ccccc2Cl)n1
 : 0%	9%	i	-1%	-14%	-2%	i	-7%	2%	i	4%
- OC[C@@H]1O[C@@H](n2cnc3c(N[C@@H]4C[C@@H]5CC[C@H]4C5)ncnc32)[C@@H](O)[C@H]1O
 : 1%	18%	i	2%	7%	0%	?	-8%	-2%	i	-3%
- CO[C@@H]1COC(=O)C/C=C\[C@H](C)COC(=O)[C@H](C)NC(=O)C/C=C\[C@H]1C
 : 0%[11.5 µM]	-1%[11.4 µM]	/	0%[11.5 µM]	8%[11.5 µM]	8%[11.4 µM]	/	/	1%[11.4 µM]	/	/
- CN(C)c1ccnc2sc3c(=O)n(-c4ccccc4)cnc3c12
 : 1%	4%	?	2%	-13%	4%	i	-4%	-2%	i	-2%
- CCn1c(SCc2ccc(C#N)cc2)nnc1-c1cccc(Cl)c1
 : 0%	28%	i	1%	-13%	-5%	i	13%	3%	i	0%
- O=C(NCc1ccccc1)C1CCN(C(=O)NCc2ccccc2)CC1
 : -1%	28%	i	-1%	7%	1%	?	-4%	0%	i	10%
